# DNA FID counter = fluorescent intercalator displacement, NS3 helicase counter-screen; DNA fluorescent intercalator displacement, fluorescence; inhibition, % at 7.9 µM; 0.17% of 290,000 active; AID 1845; in the data active means inhibition above about 37%;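 further: 0% = vehicle and 100% = reference compound; higher means more ethidium bromide displaced from hairpin DNA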
# IMP-1 inhibitor = inhibitors of Pseudomonas aeruginosa IMP-1 metallo-beta-lactamase; purified IMP-1, nitrocefin hydrolysis, epi-absorbance fluorescence; AID 1556; inhibition, % at 5.6 µM; 0.45% of 290,000 active;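 active means inhibition above the mean plus 3 SD of all compounds in the same screening run, cut at about 4.5% in these data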;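 further: 0% = IMP-1 with DMSO and 100% = DMSO wells lacking enzyme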
#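 System: purified recombinant IMP-1 beta-lactamase. Medium: Zinc- and detergent-supplemented HEPES buffer, pH 7.1. Compound: one 5.6 µM dose […]. Schedule: 15 min preincubation plus 25 min reaction at 25 °C. Technique: Epi-absorbance fluorescence, 480 nm excitation, 530 nm emission.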
# NALP1 inh = inhibitors of NALP1 inflammasome in yeast. 0.61% of 280,000 active. S. cerevisiae NALP1/ASC/caspase-1 growth, X-gal OD620, 72 h. AID 2071. inhibition, % at 10 µM; in the data active means inhibition mostly above about 24%, no sharp cut-off; inactive means mostly below about 32%; further: some compounds called inactive have numbers as strong as hits
# SUMO HTRF inh = inhibitors of human SUMOylation (UBC9); inhibition, % at 35 µM; 0.36% of 290,000 active; P63279; AID 2006; HTRF SUMOylation assay, SAE1/SAE2 + UBC9, in vitro; in the data active means inhibition above about 50%, passing the limit was not always enough; further: strong numbers were not always called active
# Target sequence (P63279 whole entry, looked up): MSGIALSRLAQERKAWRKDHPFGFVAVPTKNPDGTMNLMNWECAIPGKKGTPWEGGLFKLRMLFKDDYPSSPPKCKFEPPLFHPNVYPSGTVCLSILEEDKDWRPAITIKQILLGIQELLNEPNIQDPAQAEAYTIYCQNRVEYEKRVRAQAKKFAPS
# MEKK2wt PB1 HTS = raises or lowers MEK5 binding to wildtype human MEKK2 PB1 domain; Q9Y2U5; bead flow cytometry, Alexa488-MEK5 binding to MEKK2 WT; actives lie on both sides; binding response (% of control), % at 10 µM; 1.1% of 290,000 active; in the data active means binding response below about 67% or above about 130%
# NS3 helicase inh = blocks Hepatitis C virus NS3 helicase unwinding; NS3 helicase DNA unwinding, Cy5 molecular beacon fluorescence; inhibition, % at 10.9 µM; 0.56% of 290,000 active; AID 1800;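 active means inhibition above the mean of all tested compounds plus 3 SD, set per campaign, cut at about 35% in these data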;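 further: 0% = DMSO wells and 100% = thioflavine S control wells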
#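 Control set: DMSO versus 110 µM thioflavine S; Material: NS3 helicase fragment of HCV; Measured by: Cy5 fluorescence at 0 and 60 min, beacon hairpin quenching; Read-out basis: percent inhibition from t60/t0 fluorescence ratio; Times: reaction time 60 min, 25 °C; Repeats: single replicate; Compound dosing: single dose, 10.9 µM nominal final, DMSO 0.8% final.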
# M18AAP inhibitor = PfM18AAP enzyme inhibition. recombinant PfM18AAP, H-Glu-NHMec fluorogenic cleavage. inhibition, % at 7.35 µM. 1.2% of 290,000 active. AID 1822;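 active means inhibition above the campaign mean inhibition over all tested compounds plus 3 SD, cut at about 28% in these data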;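 further: 0% = plate median of test compound wells and 100% = 2 mM ZnCl2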
# VIM-2 inhibitor = blocks Pseudomonas aeruginosa VIM-2 metallo-beta-lactamase. purified VIM-2, nitrocefin hydrolysis, epi-absorbance fluorescence. 0.89% of 290,000 active. AID 1527. inhibition, % at 5.6 µM;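 active means inhibition above the mean of all tested compounds plus 3 SD, cutoff set per screening run, cut at about 7.5% in these data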;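 further: red hydrolysis product quenches plate fluorescence so inhibitors raise well fluorescence; 0% = enzyme with DMSO and 100% = DMSO without enzyme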
# MEKK2 mut-MEK5 = signal of MEK5 binding to mutant human MEKK2 PB1 domain; bead flow cytometry, Alexa488-MEK5 binding to MEKK2 mutant; percent response, % at 10 µM; 0.35% of 290,000 active; AID 1530; in the data active means percent response above about 24%, passing the limit was not always enough; further: inactives centre near 1; some results filed as inactive read as strong as hits
# Starred values were filed as active, the others as inactive; . = not tested or not shown.
1. COc1ccccc1N1CCN(C(c2ccc(Cl)cc2)c2nnnn2C(C)(C)C)CC1 (centres undefined)
2. Oc1ccc(C=NCC2COc3ccccc3O2)cc1 (centres undefined)
3. COc1cccc(C(=O)NCCOc2cc(C)cc(C)c2)c1
4. CC(=S)c1c(C)cc2cc(C)ccn12
5. CC(=O)C1=C(O)C(=O)N(c2nccs2)C1c1ccccc1F (centres undefined)
6. CCc1c(O)nc(SCc2nc3ccccc3c(=O)[nH]2)[nH]c1=O

compound no.	1	2	3	4	5	6
DNA FID counter	-2	0	-19	-2	1	-3
IMP-1 inhibitor	-4.4	-2.4	-4.5	-3.6	1.1	-0.8
NALP1 inh	6	7	35	15	.	-7
SUMO HTRF inh	-1	-2	-21	5	17	-32
MEKK2wt PB1 HTS	98	102	105	99	101	89
NS3 helicase inh	-1	8	-3	9	4	5
M18AAP inhibitor	0	8	-4	3	-2	-12
VIM-2 inhibitor	-4.0	-3.1	-3.0	-0.9	3.4	1.1
MEKK2 mut-MEK5	3	5	-1	-2	-6	-7

7. COc1ccc2nc(C)cc(NCCN3CCOCC3)c2c1
8. CCNC(=S)NCc1ccc(Cl)cc1
9. Cc1ccc(C(=O)NCc2ccco2)o1
10. CCN(CC)S(=O)(=O)c1ccc(C(=O)Nn2cnnc2)cc1
11. Cc1ccc(N(CC(=O)NCc2ccccc2Cl)S(=O)(=O)c2cccs2)cc1
12. COc1ccc(C)cc1NC(=O)c1ccc(NS(=O)(=O)c2cccc3cccnc23)cc1

compound no.	7	8	9	10	11	12
DNA FID counter	32	-3	-4	-5	-14	-26
IMP-1 inhibitor	-2.2	-3.3	-1.5	-2.1	-2.5	-5.3
NALP1 inh	2	.	13	17	22	23
SUMO HTRF inh	-5	.	4	8	10	3
MEKK2wt PB1 HTS	103	113	104	106	104	111
NS3 helicase inh	9	-2	6	12	-9	30
M18AAP inhibitor	-4	8	1	81*	2	-13
VIM-2 inhibitor	-0.7	0.3	-2.9	0.6	-0.7	-3.1
MEKK2 mut-MEK5	2	5	4	5	3	26

13. COc1cc(C2C3C(=O)N(Cc4ccccc4)C(=O)C3ON2c2ccccc2)cc(OC)c1OC (centres undefined)
14. Cc1cc(C)n(C2CCCCC2OC(=O)c2ccccc2F)n1 (centres undefined)
15. CC(C)c1ccc(C(=O)NC(=S)Nc2ccc3[nH]c(=O)[nH]c3c2)cc1
16. Cn1c2ccccc2c(=O)c2c(=O)n(C3CCCCC3)c(-c3ccco3)nc21
17. COc1ccccc1NC(=O)Cn1cc(C(=O)C2CC2)c2ccccc21
18. Cn1cccc1Cc1nnc(SCC(=O)Nc2cccc(Cl)c2)n1-c1ccc(F)cc1

compound no.	13	14	15	16	17	18
DNA FID counter	-21	-16	-28	-4	-15	-32
IMP-1 inhibitor	-4.0	-2.0	-1.0	0.1	-1.9	1.9
NALP1 inh	13	-7	-7	42	17	19
SUMO HTRF inh	-18	-4	27	14	10	10
MEKK2wt PB1 HTS	88	108	99	95	101	77
NS3 helicase inh	-15	-8	1	7	-3	-11
M18AAP inhibitor	1	2	0	5	-1	-11
VIM-2 inhibitor	-2.1	1.2	-1.7	1.6	-1.3	0.0
MEKK2 mut-MEK5	-9	4	-1	-1	-2	-9

# Complete entries as entered above. Screens in order: DNA FID counter | IMP-1 inhibitor | NALP1 inh | SUMO HTRF inh | MEKK2wt PB1 HTS | NS3 helicase inh | M18AAP inhibitor | VIM-2 inhibitor | MEKK2 mut-MEK5
# Record of COc1cc(C2C3C(=O)N(Cc4ccccc4)C(=O)C3ON2c2ccccc2)cc(OC)c1OC (centres undefined) = -21 | -4.0 | 13 | -18 | 88 | -15 | 1 | -2.1 | -9
# Record of Cn1c2ccccc2c(=O)c2c(=O)n(C3CCCCC3)c(-c3ccco3)nc21 = -4 | 0.1 | 42 | 14 | 95 | 7 | 5 | 1.6 | -1

# Next compounds.
19. Cc1cc(C)c(NC(=O)C(C)c2cccc(C(=O)c3ccccc3)c2)c(C)c1 (centres undefined)
20. N#Cc1cc2cc3c(cc2nc1SCC(=O)N1CCOCC1)OCO3
21. O=C(O)c1cc2c([nH]c1=O)CCCC2
22. Cc1ccc(S(=O)(=O)NC(=O)c2ccc(-c3ccc(-c4ccccc4)cc3)o2)c(C)c1
23. COc1ccccc1C(=O)NC1CCCc2ccccc21 (centres undefined)
24. CCN(CC)S(=O)(=O)c1cccc(C(=O)N[C@H](C(=O)O)C(C)C)c1

compound no.	19	20	21	22	23	24
DNA FID counter	-7	-13	-2	-10	-21	-3
IMP-1 inhibitor	0.8	-3.8	-4.2	-1.9	-1.1	-4.0
NALP1 inh	9	17	0	17	13	46
SUMO HTRF inh	-4	-5	9	16	10	-1
MEKK2wt PB1 HTS	.	100	104	97	102	108
NS3 helicase inh	4	-1	2	12	-12	3
M18AAP inhibitor	-6	-13	0	6	-2	-2
VIM-2 inhibitor	2.7	-1.2	-1.9	-2.1	-1.7	-0.4
MEKK2 mut-MEK5	.	-2	1	4	-1	5

25. Oc1cccc(C2c3[nH]c4ccccc4c3CCN2Cc2cnn(-c3ccccc3)c2)c1 (centres undefined)
26. O=c1ncn(-c2cccc(F)c2)c2ncccc12
27. Cc1ccccc1OCC(=O)N1N=C(C(F)(F)F)CC1(O)C(C)(C)C (centres undefined)
28. COc1cccc(CNC(=O)CCl)c1
29. Cc1ccc(S(=O)(=O)NNc2ccccc2)cc1
30. COC(=O)c1c(NC(=O)c2ccco2)sc(C)c1C

compound no.	25	26	27	28	29	30
DNA FID counter	12	-1	-32	3	3	-4
IMP-1 inhibitor	-3.0	-2.0	-2.8	-3.0	-4.6	0.0
NALP1 inh	12	48	-9	10	-4	9
SUMO HTRF inh	-7	6	-18	0	14	-3
MEKK2wt PB1 HTS	90	98	92	104	97	102
NS3 helicase inh	-24	-16	-2	-2	-3	2
M18AAP inhibitor	0	3	-1	-4	-11	-4
VIM-2 inhibitor	-3.9	-1.2	-1.7	-1.7	-1.3	-2.3
MEKK2 mut-MEK5	-12	2	4	18	-1	4

31. Cn1c(=O)c(=O)n(C)c2cc(S(=O)(=O)CCC(=O)N3CCCCC3)ccc21
32. O=C1Nc2ccccc2Oc2cc([N+](=O)[O-])ccc21
33. CCOC(=O)CSc1ncc(OC)c(Sc2ccc(Cl)cc2)n1
34. Cc1ccc(S(=O)(=O)N2CCCC(C(=O)O)C2)s1 (centres undefined)
35. CCN1CCc2c(OCC(=O)N3CCCCC3)cccc2C1=O
36. Cc1ccsc1C(=O)Nc1ccc(OCc2ccccc2)cc1

compound no.	31	32	33	34	35	36
DNA FID counter	-4	8	-21	-9	-6	-9
IMP-1 inhibitor	-2.2	-4.1	-2.3	-0.5	-3.0	-2.6
NALP1 inh	11	1	-11	-1	-10	8
SUMO HTRF inh	-2	6	-26	2	18	-3
MEKK2wt PB1 HTS	100	104	105	103	93	103
NS3 helicase inh	-3	13	-5	27	10	-9
M18AAP inhibitor	-9	3	1	10	2	-2
VIM-2 inhibitor	-1.0	-0.3	-3.5	-4.7	-1.5	-2.9
MEKK2 mut-MEK5	1	-1	-2	3	-4	4

37. C=CCn1c(=O)c2c(nc3n2CCCN3CCc2ccccc2)n(C)c1=O
38. Cc1nnc(-c2cccc(Br)c2)c2cn(-c3ccccc3Cl)nc12
39. CC(O)CCc1nc2ccc(C(=O)O)cc2[nH]1 (centres undefined)
40. Cc1cccc2cc(CN(Cc3cccs3)C(c3nnnn3C3CCCC3)C(C)C)c(=O)[nH]c12 (centres undefined)
41. Cc1nnc(C)n1/N=C/c1cccnc1
42. COCCNC(=O)CN1N=C(c2ccc(OC)cc2)CCC1=O

compound no.	37	38	39	40	41	42
DNA FID counter	-38	-10	9	-11	-2	-2
IMP-1 inhibitor	-3.8	-1.2	-2.6	-2.4	-1.6	-4.0
NALP1 inh	6	11	0	16	18	7
SUMO HTRF inh	14	-6	12	-11	4	6
MEKK2wt PB1 HTS	104	100	.	99	113	101
NS3 helicase inh	-1	0	-14	-5	-5	-1
M18AAP inhibitor	-3	0	-3	-3	-8	1
VIM-2 inhibitor	-0.5	3.6	-1.2	-0.8	-0.5	-3.9
MEKK2 mut-MEK5	2	1	.	-1	6	1

# Ordered by number of heavy atoms (smallest number first): part of the list above
28. COc1cccc(CNC(=O)CCl)c1
41. Cc1nnc(C)n1/N=C/c1cccnc1
39. CC(O)CCc1nc2ccc(C(=O)O)cc2[nH]1 (centres undefined)
29. Cc1ccc(S(=O)(=O)NNc2ccccc2)cc1
32. O=C1Nc2ccccc2Oc2cc([N+](=O)[O-])ccc21
36. Cc1ccsc1C(=O)Nc1ccc(OCc2ccccc2)cc1
38. Cc1nnc(-c2cccc(Br)c2)c2cn(-c3ccccc3Cl)nc12
27. Cc1ccccc1OCC(=O)N1N=C(C(F)(F)F)CC1(O)C(C)(C)C (centres undefined)

compound no.	28	41	39	29	32	36	38	27
DNA FID counter	3	-2	9	3	8	-9	-10	-32
IMP-1 inhibitor	-3.0	-1.6	-2.6	-4.6	-4.1	-2.6	-1.2	-2.8
NALP1 inh	10	18	0	-4	1	8	11	-9
SUMO HTRF inh	0	4	12	14	6	-3	-6	-18
MEKK2wt PB1 HTS	104	113	.	97	104	103	100	92
NS3 helicase inh	-2	-5	-14	-3	13	-9	0	-2
M18AAP inhibitor	-4	-8	-3	-11	3	-2	0	-1
VIM-2 inhibitor	-1.7	-0.5	-1.2	-1.3	-0.3	-2.9	3.6	-1.7
MEKK2 mut-MEK5	18	6	.	-1	-1	4	1	4

31. Cn1c(=O)c(=O)n(C)c2cc(S(=O)(=O)CCC(=O)N3CCCCC3)ccc21
40. Cc1cccc2cc(CN(Cc3cccs3)C(c3nnnn3C3CCCC3)C(C)C)c(=O)[nH]c12 (centres undefined)

compound no.	31	40
DNA FID counter	-4	-11
IMP-1 inhibitor	-2.2	-2.4
NALP1 inh	11	16
SUMO HTRF inh	-2	-11
MEKK2wt PB1 HTS	100	99
NS3 helicase inh	-3	-5
M18AAP inhibitor	-9	-3
VIM-2 inhibitor	-1.0	-0.8
MEKK2 mut-MEK5	1	-1

# (list continues)
43. COC(=O)c1c(C)oc(C)c1S(=O)(=O)N1CCCCC1
44. O=C(CSc1nnc(CN2CCOCC2)n1-c1ccccc1)Nc1ccc(Cl)cc1
45. Cc1cccc(Oc2c([N+](=O)[O-])c(=O)n(C)c3ccccc23)c1
46. COC(=O)C1CCN(C(=O)CCCOc2ccccc2)CC1
47. O=C(/C=C/c1ccc2c(c1)OCO2)NCCSCc1ccc(Cl)cc1
48. CCOc1ccc2nc(NC(=S)N(C)C)sc2c1

compound no.	43	44	45	46	47	48
DNA FID counter	-3	-30	6	-8	-10	-2
IMP-1 inhibitor	-1.8	-0.2	-1.0	-4.0	-1.8	-3.7
NALP1 inh	11	-9	-12	-3	4	-11
SUMO HTRF inh	4	-6	22	12	-8	-5
MEKK2wt PB1 HTS	102	110	86	104	105	93
NS3 helicase inh	2	-10	-4	-3	-1	-2
M18AAP inhibitor	0	-4	10	2	-15	-45
VIM-2 inhibitor	-0.8	0.4	1.5	-0.4	-9.1	-4.9
MEKK2 mut-MEK5	6	1	-12	2	4	-8
